Screens (PubChem)
ADAM17 inh = ADAM17 inhibitors, primary screen, biochemical, QFRET | inhibition, % at 6.95 µM | AID 720648, 2013 | recombinant ADAM17, EDANS/DABCYL FRET peptide cleavage | Disintegrin and metalloproteinase domain-containing protein 17 (Homo sapiens), P78536 | 370,000 tested, 0.83% active;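 active = inhibition above the mean of compounds lying between control limits plus 3 SD, set per campaign, cut at about 8.5% in these data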;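 note: 0% = DMSO-only wells as the low control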
Target sequence (P78536 215-824 limits assumed): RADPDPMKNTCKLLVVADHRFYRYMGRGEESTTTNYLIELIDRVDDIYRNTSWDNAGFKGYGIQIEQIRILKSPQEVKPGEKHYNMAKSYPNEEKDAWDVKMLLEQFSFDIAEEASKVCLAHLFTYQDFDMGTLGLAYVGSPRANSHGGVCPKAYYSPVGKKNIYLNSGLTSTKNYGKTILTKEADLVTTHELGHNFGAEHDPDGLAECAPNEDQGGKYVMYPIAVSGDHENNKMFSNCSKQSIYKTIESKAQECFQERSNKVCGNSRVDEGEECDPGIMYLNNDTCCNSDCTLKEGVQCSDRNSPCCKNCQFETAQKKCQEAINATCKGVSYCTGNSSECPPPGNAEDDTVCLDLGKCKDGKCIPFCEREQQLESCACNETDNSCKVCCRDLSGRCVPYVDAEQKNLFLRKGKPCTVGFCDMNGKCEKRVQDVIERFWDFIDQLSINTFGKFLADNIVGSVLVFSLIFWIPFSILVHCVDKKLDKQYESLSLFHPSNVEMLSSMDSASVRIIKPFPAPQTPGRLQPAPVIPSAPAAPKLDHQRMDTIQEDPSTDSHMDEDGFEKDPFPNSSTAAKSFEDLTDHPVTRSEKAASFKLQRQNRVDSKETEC
ssDAF12 agonist = S. stercoralis DAF-12 nuclear receptor activators, primary screen, cell-based, luminescence, HEK293, GRIP1 co-expression, lit1-tk-luc; AID 652126, 2013; Nuclear hormone receptor DAF-12 (Strongyloides stercoralis); activation, % at 6.8 µM; HEK293 ssDAF-12/GRIP1 lit1-tk-luc reporter; % of 3 µM dafachronic acid response; 370,000 tested, 1% active;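 active = activation above the mean over all tested compounds plus 3 SD, cut at about 0.9% in these data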;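 note: 0% = DMSO-only wells and 100% = 3 µM delta7-dafachronic acid wells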
DAX1 inh-1 = DAX1 (NR0B1) inhibitors, primary screen, cell-based, HEK293, Gal4-DAX1, luciferase luminescence. Nuclear receptor subfamily 0 group B member 1 (Homo sapiens), P51843. HEK293 Gal4-DAX1 luciferase reporter. inhibition, % at 6.75 µM. 340,000 tested, 0.99% active. AID 504766, 2011;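 active = inhibition above the mean over all tested compounds plus 3 SD, cut at about 4.2% in these data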;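 note: 0% = DAX1-transfected cells with DMSO and 100% = empty-vector control cells with DMSO; inhibition shows as a rise in luminescence from relieved DAX1 repression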
Target sequence (P51843 207-470 limits assumed): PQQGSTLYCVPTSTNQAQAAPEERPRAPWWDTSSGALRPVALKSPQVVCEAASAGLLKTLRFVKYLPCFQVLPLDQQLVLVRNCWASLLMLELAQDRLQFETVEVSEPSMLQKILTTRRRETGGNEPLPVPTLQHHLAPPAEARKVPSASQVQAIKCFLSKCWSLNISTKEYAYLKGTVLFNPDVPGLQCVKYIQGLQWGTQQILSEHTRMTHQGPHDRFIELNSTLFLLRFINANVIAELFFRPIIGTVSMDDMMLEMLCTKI
FXN GAA850 act = FXN promoter activators, primary screen, cell-based, luciferase luminescence, HEK293 lucGAA850. 360,000 tested, 0.56% active. activation, % at 6 µM. HEK293 lucGAA850 FXN promoter luciferase reporter, 24 h; percent of 10 µM SAHA response. AID 540364, 2011;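 active = activation above the average of all compounds screened plus 3 SD, cutoff fixed separately per campaign, cut at about 7.5% in these data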;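 note: 0% = DMSO wells and 100% = 10 µM SAHA wells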
GC-A act = GC-A stimulated cGMP production enhancers – HEK293 GC-A cells, cGMP TR-FRET, EC30 ANP, primary screen; 0% at EC30 ANP, 100% saturating ANP; Atrial natriuretic peptide receptor 1 (Homo sapiens), P16066; activation, % at 10 µM; 370,000 tested, 0.14% active; in the data active = activation above about 40%
ADAM10 inh = human ADAM10 inhibitors, primary screen, biochemical, QFRET, HTS; recombinant ADAM10, EDANS/DABCYL FRET peptide cleavage, 3 h; inhibition, % at 7 µM; 370,000 tested, 0.62% active; AID 720582, 2013;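 active = inhibition above a per-campaign cutoff equal to the mean of compounds falling between control-based bounds plus 3 SD, cut at about 20% in these data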;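 note: 0% = DMSO wells while the 100% control is not disclosed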
SMARCA2 activ = SMARCA2 (BRM) function activators, primary screen, cell-based, luminescence, high throughput | MG213 cells, MMTV-luciferase reporter, dexamethasone, overnight | 370,000 tested, 1% active | activation, % at 9.1 µM; in the data active = activation above about 7.8%;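 note: 0% = vehicle wells and 100% = reference activator wells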
hcDAF-12 act = H. contortus DAF-12 nuclear receptor activators, primary screen, cell-based, luminescence, HEK293, lit1-tk-luc reporter; HEK293 hcDAF-12 lit1-tk-luc reporter; 0% DMSO, 100% Δ7-dafachronic acid; activation, % at 6.8 µM; 370,000 tested, 1.4% active; AID 652067, 2013;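 active = activation above the mean of all tested compounds plus 3 SD, cut at about 5.5% in these data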;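 note: 100% = response to 3 µM Δ7-dafachronic acid high control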
hgDAF-12 ag = H. glycines DAF-12 receptor agonists, primary screen, cell-based, luminescence, HEK293, GAL4 fusion, UAS-luciferase. Nuclear hormone receptor DAF-12 (Heterodera glycines), GAL4 fusion. HEK293 GAL4-hgDAF12 UAS-luciferase reporter, agonist luminescence; normalized to butyrate control. activation, % at 6.8 µM. 370,000 tested, 1.8% active;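 active = activation above a cutoff set at the mean of all screened compounds plus 3 SD, cut at about 10% in these data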;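 note: 0% = DMSO wells and 100% = sodium butyrate wells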
PG9 Ab binder = binders of HIV-1 gp120 antibody PG9, primary screen, biochemical, TR-FRET | HIV-1 gp120 / PG9 antibody interaction | TR-FRET gp120-PG9 antibody binding | inhibition, % at 6.7 µM | 360,000 tested, 0.43% active; in the data active = inhibition above about 8.5%
DAX1 inh-2 = DAX1 (NR0B1) inhibitors on StAR promoter, primary screen, cell-based, luminescence, SF-1 (NR5A1), full-length DAX-1 | HEK293T StAR-luciferase reporter, SF-1/DAX-1 repression relief | inhibition, % at 6.8 µM | 370,000 tested, 1.1% active | AID 652010, 2013;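 active = inhibition above the mean over all tested compounds plus 3 SD, cut at about 3.6% in these data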;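 note: 0% = DAX-1 cells with DMSO and 100% = cells lacking DAX-1 with DMSO; higher inhibition means more luminescence from relief of DAX-1 repression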
The depositor's hits bear a star; i = inactive; x = not tested or not shown.

SMILES	ADAM17 inh	ssDAF12 agonist	DAX1 inh-1	FXN GAA850 act	GC-A act	ADAM10 inh	SMARCA2 activ	hcDAF-12 act	hgDAF-12 ag	PG9 Ab binder	DAX1 inh-2
O=C(CCSc1ccc(Cl)cc1)N1CCN(c2ccc(O)cc2)CC1	-2	-1.7	-2.2	4.3	1	2	-2	-3.4	-5.1	1.5	-0.7
Cc1cccc(N(CC(=O)N2CCCC2)S(=O)(=O)c2ccccc2)c1	-1	-0.1	0.6	-3.5	-5	11	-5	2.1	0.1	-0.8	-0.1
C#CCOC(=O)c1ccc(-n2cncn2)nc1	1	-1.5	-0.3	2.3	-1	3	1	0.8	0.4	-0.7	0.0
O=C(COc1ccc(S(=O)(=O)NC2CCCCC2)cc1)NCCC1=CCCCC1	1	-1.6	-1.0	-0.3	-1	10	0	-0.9	-3.0	-2.4	-0.9
O=[N+]([O-])c1ccccc1S(=O)(=O)n1nnc2ccccc21	-2	-1.7	-0.2	0.9	0	-8	-2	1.6	-0.9	1.4	0.3
CC12CCC(=O)N1C(C(=O)Nc1cccc(S(=O)(=O)N3CCCCCC3)c1)CS2 (stereo not drawn)	5	-1.3	-0.9	2.1	2	5	1	-2.7	-4.0	-1.1	0.8
O=C(NCc1ccccc1)c1ccc(CS(=O)(=O)c2ccc(Br)cc2)o1	1	-1.8	0.5	-0.5	-3	2	-2	-2.7	-2.3	0.9	-2.3
COc1ccc(N(CC(=O)N2CCN(c3ccccc3)CC2)S(=O)(=O)c2ccc(C)cc2)cc1	-3	-0.7	0.8	0.0	-1	-8	-2	1.3	-1.0	-1.4	-1.6
COCCN(C(=O)COC(=O)c1cccs1)c1c(N)n(Cc2ccccc2)c(=O)[nH]c1=O	-6	-1.4	-0.1	0.2	-2	3	-1	-1.9	-0.3	-1.5	0.6
Clc1ccc(/C=N/Nc2ncnc3nc[nH]c23)cc1	-4	-1.6	4.9*	9.8*	-13	-8	4	-1.2	3.4	-1.4	2.0
COC(C(=O)Nc1ccnn1C1CCN(Cc2ccc(CO)o2)CC1)c1ccccc1 (stereo not drawn)	-5	-1.1	0.0	0.3	2	-4	-1	-0.7	-1.9	0.2	1.6
Clc1ccc(CNc2ccc(CNc3ncn[nH]3)cc2)cc1	2	-1.9	-0.3	-0.4	5	4	-2	1.5	5.9	-0.9	-1.4
COc1ccc(NC(=O)N(C)C[C@H]2Oc3ccc(NS(=O)(=O)c4c(C)noc4C)cc3C(=O)N([C@H](C)CO)C[C@@H]2C)cc1	-1	-1.5	1.5	2.7	1	4	-2	-1.4	-1.4	0.1	-0.3
O=C(O)c1nc(N2CCCCC2)ncc1Cl	-1	-0.2	0.6	1.4	2	2	-5	-0.7	0.3	1.4	-0.2
COc1ccc(C(=O)Cn2c(C)nc([N+](=O)[O-])c2Br)cc1	-5	-1.4	-0.6	2.0	-2	-8	-2	-0.2	1.3	1.7	0.0
O=C1c2ccccc2C(=O)N1Cc1ccccc1F	-2	-1.2	-0.8	2.7	-3	-4	-2	-1.0	0.7	0.4	-0.4
CCC(=O)Nc1ccc(S(=O)(=O)Nc2ccc(Cl)nn2)cc1	-1	-1.1	1.2	1.5	2	0	0	-0.6	-3.5	-0.9	0.6
CCOC(=O)C1(Cc2cccc(Cl)c2)CCCN(C(=O)c2cccnc2)C1 (stereo not drawn)	0	-1.4	0.1	0.7	-2	3	-2	-1.8	-1.9	0.4	0.1
CCC(Oc1ccccc1)C(=O)N1CC(C)CC(C)C1 (stereo not drawn)	-4	-1.1	3.8	1.1	-5	-8	0	-2.6	0.3	1.7	-0.4
CCC(C)NC(=O)C1c2ccccc2C(=O)N1Cc1cc(OC)ccc1OC (stereo not drawn)	0	-1.6	-1.1	-2.8	-6	-9	-1	-1.5	-1.4	-1.5	-0.1
CCOc1cc(C)c(S(=O)(=O)Nc2ccc(F)cc2)cc1C	0	-2.5	-0.3	-3.6	-2	2	-5	-1.6	-1.3	-0.9	-0.8
O=C(CC1CCCCC1)NCc1ccc(F)cc1	0	-1.6	-0.1	-0.6	1	5	4	1.4	2.4	0.6	1.3
CCOC(=O)c1c(CSc2ccc(C)cc2)oc2ccc(O)cc12	13*	-1.8	0.0	2.2	-4	30*	-2	0.5	3.4	0.0	-0.1
COc1ccc2oc(=O)c(C(=O)N3CCc4ccccc43)cc2c1	-3	-0.5	0.0	0.8	0	-3	0	0.4	0.7	-0.8	0.1
Cc1ccccc1OCC(O)Cn1c(NCCN(C)C)nc2c1c(=O)n(C)c(=O)n2C (stereo not drawn)	-4	-0.5	2.8	-2.9	-1	-10	-1	-2.1	0.1	-0.4	0.8

Taken from above:
Cc1cccc(N(CC(=O)N2CCCC2)S(=O)(=O)c2ccccc2)c1 in hcDAF-12 act → 2.1
O=C(NCc1ccccc1)c1ccc(CS(=O)(=O)c2ccc(Br)cc2)o1 in ssDAF12 agonist → -1.8

Going on with the list.
SMILES	ADAM17 inh	ssDAF12 agonist	DAX1 inh-1	FXN GAA850 act	GC-A act	ADAM10 inh	SMARCA2 activ	hcDAF-12 act	hgDAF-12 ag	PG9 Ab binder	DAX1 inh-2
O=C(NCCc1ccccc1)C1CCN(S(=O)(=O)c2cccc3nsnc23)CC1	0	-1.0	0.3	0.4	-6	-3	-5	-2.0	0.4	-0.3	-0.1
CCOC(=O)C(Cc1ccccc1)C(=O)Nc1ccccc1C (stereo not drawn)	-1	-1.9	-0.3	1.4	1	-4	-4	-1.4	1.9	-0.3	-0.2
O=C(c1ccc(-c2ccccc2)cc1)N1CCN(Cc2ccccn2)CC1	-3	-1.7	-1.2	3.6	5	0	-5	-1.8	-0.5	0.6	0.4
CCOC(=O)Cn1c(=O)oc2cc(S(=O)(=O)N3CCN(C(=O)c4ccco4)CC3)ccc21	-2	-1.4	1.2	6.6	1	-5	-3	0.6	0.2	-1.1	0.3
CCOC(=O)Cc1c(C)nc2cc(-c3ccc(Cl)cc3)[nH]n2c1=O	-1	-0.9	1.8	3.3	3	-3	1	0.4	0.5	1.9	0.1
COc1cccc(NC(=O)N2CCCCCC2)c1	-3	-0.6	0.9	2.9	-3	-5	2	7.7*	5.2	-1.0	4.6*
CCOC(=O)[C@]12CCCC=C1N(Cc1ccc(OC)cc1)C(=O)[C@@H]2CC(=O)N1CCCC1	5	-1.4	x	x	3	9	-2	-4.7	-3.5	x	-2.2
Cc1cccc2sc(NC(=O)Cn3c(C)csc3=O)nc12	0	0.8	-1.0	1.4	12	5	3	2.0	0.1	0.3	-0.6
CSc1ccc(C2Nc3ccccc3-c3cc(C)nn32)cc1 (stereo not drawn)	-39	-0.9	-1.0	-2.2	-16	-191	0	1.3	5.6	2.4	-0.1
C=CCn1c(NCc2cc(C)ccc2O)nc2ccccc21	0	-0.9	-0.4	0.3	-16	-1	-3	-2.4	3.1	-3.4	0.5
O=C(O)CC(C(=O)Nc1ccc(Cl)cc1)N1CCCCCC1 (stereo not drawn)	-1	-1.0	0.6	1.0	4	10	-3	-0.4	1.1	-1.1	0.4
O=C(CSCC(=O)NC1CCCC1)Nc1ccccc1	-4	-1.5	-0.8	0.5	1	-2	-3	-3.0	-0.7	1.3	-0.3
Cc1nc2ncnn2c(C)c1CCC(=O)Oc1ccccc1	-1	-1.2	-1.6	1.1	-1	0	2	-0.8	-0.1	-2.8	0.3
Cc1cc(C)cc(NC(=S)N2CCC(N(C)CC3CCCO3)CC2)c1 (stereo not drawn)	0	-0.9	2.0	0.8	-1	-4	0	-0.2	-2.8	0.3	-0.4
Cc1cccc(OCC(=O)NNC(=O)Cn2c(=O)cnc3ccccc32)c1	-6	-1.0	2.9	-0.2	2	-7	-2	-1.1	0.0	-0.1	1.0
Cc1ccc(CN(C)C(=O)CC2C(=O)NCCN2CC2CCCCC2)cc1 (stereo not drawn)	-9	-0.8	-1.6	0.7	-1	-30	-5	0.0	0.6	-1.7	0.1
CCCOc1cccc(C(=O)NC(=S)Nc2ccccc2)c1	0	-0.3	1.9	3.2	3	1	2	2.4	6.1	-0.5	1.9
CCOc1ccccc1C(=O)Nc1cccc2cccnc12	1	-0.8	1.2	1.7	-17	-1	-1	-1.7	2.8	-2.1	-0.6
Cn1c(=O)c2cc(NC(=O)NCCc3ccccc3)ccc2n1Cc1cccc(C(F)(F)F)c1	-444	-2.0	x	-2.0	-1	i	-2	-1.9	-1.0	0.2	-4.3
CCOC(=O)C1=C(N)OC2=C(C(=O)CC(C)(C)C2)C1c1ccc(CC)s1 (stereo not drawn)	-2	-1.0	-0.3	0.1	-18	-5	0	-1.4	4.2	1.0	0.0
CCCNC(=O)C1(CC2CC(c3ccccc3)=NO2)CCN(C(=O)OC(C)(C)C)CC1 (stereo not drawn)	5	-1.5	-0.6	2.5	1	4	-1	-0.2	-4.2	-2.7	-0.5
Cc1ccc(CN2CCCCC(NC(=O)c3ccc(N(C)C)cc3)C2=O)cc1 (stereo not drawn)	-3	-0.5	x	x	-1	-3	1	-1.7	5.0	x	0.5
COC(=O)/C=C1\OCc2ccccc21	1	-1.6	x	x	-6	3	-5	0.4	3.2	-0.4	1.8
CN(CC(=O)Nc1ccccc1Cl)C(=O)c1cccc(S(=O)(=O)N2CCN(Cc3ccccc3)CC2)c1	2	-1.8	-4.2	-3.4	0	2	-3	-4.0	-5.3	-0.3	-6.0
CCOC(=O)c1cc2n(c1N)-c1ccccc1C2=O	-9	1.0*	-2.5	1.0	-3	-36	3	6.5*	-0.5	-2.2	0.0
Cc1ccc(S(=O)(=O)N[C@@H](CC(C)C)C(=O)N2CCC(C(=O)N[C@H](C(=O)O)C(C)C)CC2)cc1	-2	-1.1	1.5	1.2	-2	-5	2	-0.7	-3.0	-0.3	-1.0
O=C(Nc1ccnn1C1CCN(Cc2ccccc2)CC1)C1CCOC1 (stereo not drawn)	-4	-0.7	-0.3	2.2	4	-3	-2	-0.2	2.4	0.5	0.9

Ordered by value in ssDAF12 agonist (descending): three of the compounds above.
Compound	ssDAF12 agonist
O=C(O)c1nc(N2CCCCC2)ncc1Cl	-0.2
COc1cccc(NC(=O)N2CCCCCC2)c1	-0.6
CCCNC(=O)C1(CC2CC(c3ccccc3)=NO2)CCN(C(=O)OC(C)(C)C)CC1 (stereo not drawn)	-1.5
